Screening results as filed in PubChem BioAssay.
D3 antag: blocks the human D3 dopamine receptor; D3R cells, DiscoveRx beta-arrestin luminescence, antagonist mode; hits give low values; max response, negative = inhibition, %; AID 652054; 2.5% of 360,000 active; in the data active = max response below about -50%; inconclusive = no clear call, values can overlap the other calls; note: % is set by controls: 0 for no effect and ±100 for the full control effect; mostly tested at two doses, the higher about 12 µM
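Cells expressing the human receptor were seeded at 1500 cells/well, incubated overnight at 37 degrees C in 5% CO2, then exposed to library compounds with dopamine controls for 90 minutes at 37 degrees C before luminescent detection.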
aSyn rescue: inhibitors of alpha-synuclein toxicity in yeast; 0.14% of 370,000 active; Yeast expressing alpha-synuclein, growth rescue, BacTiter-Glo, 24 h; Potency, µM (series often up to 46.1 µM), for the others: at the highest dose growth rescue (activation), usual class: activators; note: potency is the fitted concentration of half-maximal effect; % of control where 0% means no effect; nearly all actives have a fitted effect of over 65% in size
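Readout is rescue of growth in alpha-synuclein-expressing yeast, so inhibitors of toxicity appear as activators. Growth after 24 hr at 30 deg C in galactose medium is quantified by luminescence.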
GLP-1R agonist: GLP-1 receptor (human) agonism. Potency, µM (highest dose often 45.6 µM), without a hit: at the highest dose activation, usual class: activators. 0.007% of 380,000 active. P43220. AID 624172. HEK293 GLP-1R CRE-luciferase, luminescence, 4-6 h; cells express a hypersensitive GLP-1R form; note: potency is the fitted concentration of half-maximal effect; % of control where 0% means no effect
Target sequence (P43220 whole entry, looked up): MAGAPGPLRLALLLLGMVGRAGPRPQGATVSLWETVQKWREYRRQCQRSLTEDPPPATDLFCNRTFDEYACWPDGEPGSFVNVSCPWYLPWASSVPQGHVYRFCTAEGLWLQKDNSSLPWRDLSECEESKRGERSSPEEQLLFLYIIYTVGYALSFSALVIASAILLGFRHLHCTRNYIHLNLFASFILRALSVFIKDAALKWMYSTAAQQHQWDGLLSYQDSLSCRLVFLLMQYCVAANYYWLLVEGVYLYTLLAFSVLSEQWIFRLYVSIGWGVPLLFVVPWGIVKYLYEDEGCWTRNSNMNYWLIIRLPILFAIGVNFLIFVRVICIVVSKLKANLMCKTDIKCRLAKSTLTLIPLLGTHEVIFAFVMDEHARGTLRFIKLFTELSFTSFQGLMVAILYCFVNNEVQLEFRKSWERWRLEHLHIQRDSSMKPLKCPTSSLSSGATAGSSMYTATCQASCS
GLP-1R inv ag: GLP-1 receptor (human) inverse agonism; AID 624417; Potency, µM (titrated, usually from 38.3 µM), inactives show top-dose activity change, negative = inhibition, most hits filed as inhibitors; 1.6% of 410,000 active; P43220; HEK293 GLP-1R CRE-luciferase, luminescence, 24 h; GLP-1R form is constitutively active; note: potency is the fitted concentration of half-maximal effect; % is set by controls: 0 for no effect and ±100 for the full control effect; nearly all actives have a fitted effect of over 55% in size
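qHTS in 1536-well format: reporter HEK293 cells expressing constitutive GLP-1R activity in DMEM + 10% Nu serum, 24 hr with compounds at 37 deg C, luminescence read after 12 min with detection reagent.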
GLP1R cytotox: cytotoxic in the GLP-1 receptor inverse agonist counter-screen; 0.13% of 410,000 active; AID 624418; HEK293 cAMP-luciferase reporter cells, luminescence, 24 h; Potency, µM (top dose mostly 38.3 µM), for the others: at the highest dose activity change, negative = inhibition, most hits filed as inhibitors;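 note: loss of luciferase light is scored as toxicity; potency is the fitted concentration of half-maximal effect; % is set by controls: 0 for no effect and ±100 for the full control effect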
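Cells in DMEM/10% Nu serum/1% pen-strep, 1536-well format. Pre-incubated 12 h, dosed with 23 nL compound, incubated a further 24 h. Luciferase detection, 12 min at room temp, luminescence.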
PTHR1 ag: PTHR1 (human) receptor agonism; Potency, µM (doses to about 115 µM), for inactives: at the top dose activation, actives largely listed as activators; Q03431; 0.075% of 410,000 active; HEK293 GP2 PTHR1 cells, GloSensor cAMP luminescence, 1 h; note: potency is the fitted concentration of half-maximal effect; nearly all actives have a fitted effect of over 55% in size; some results filed as inactive show a strong effect at the top dose; inactives centre near -15; many of its hits are not listed in these tables
Target sequence (Q03431 whole entry, looked up): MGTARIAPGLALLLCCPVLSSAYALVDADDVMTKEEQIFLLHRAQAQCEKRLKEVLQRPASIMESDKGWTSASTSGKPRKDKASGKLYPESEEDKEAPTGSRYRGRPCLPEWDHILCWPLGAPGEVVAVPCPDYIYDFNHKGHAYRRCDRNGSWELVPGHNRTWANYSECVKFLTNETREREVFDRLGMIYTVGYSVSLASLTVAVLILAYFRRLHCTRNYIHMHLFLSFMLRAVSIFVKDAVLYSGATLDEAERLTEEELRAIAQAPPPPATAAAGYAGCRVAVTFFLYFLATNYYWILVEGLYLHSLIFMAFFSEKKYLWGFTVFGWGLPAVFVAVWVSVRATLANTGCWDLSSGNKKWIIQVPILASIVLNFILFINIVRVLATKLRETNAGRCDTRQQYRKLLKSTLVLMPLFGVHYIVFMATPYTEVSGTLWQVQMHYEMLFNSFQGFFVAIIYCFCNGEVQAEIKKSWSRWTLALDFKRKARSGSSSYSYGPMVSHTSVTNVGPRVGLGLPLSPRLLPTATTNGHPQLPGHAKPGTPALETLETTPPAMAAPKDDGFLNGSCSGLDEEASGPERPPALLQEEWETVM
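HEK-293-derived GP2 cells expressing PTHR1 and a GloSensor cAMP reporter, 3,000/well, plated overnight, given luciferin plus IBMX (each 0.5 mM as added) for 1 h at 37 °C, then compound for 1 h at 37 °C. Luminescence was read after 15 min at room temperature.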
TDP-43 yeast inh: rescues yeast growth from TDP-43 toxicity. 1.8% of 410,000 active. TDP-43 expressing yeast growth rescue, BacTiter-Glo, 24 h. Potency, µM (highest dose often 46.1 µM), without a hit: top-dose growth rescue (activation), usual class: activators. AID 652104; note: potency is the fitted concentration of half-maximal effect; % of control where 0% means no effect; nearly all actives have a fitted effect of over 50% in size
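Readout is BacTiter-Glo luminescence of cell growth, so inhibitors register as activators. TDP-43-expressing yeast at OD600=0.02 in galactose medium, after raffinose pregrowth to mid-log, were incubated with compound for 24 hr at 30 deg C.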
DRD3 agonist: D3 dopamine receptor (human) agonism. AID 652048. 0.58% of 410,000 active. D3R DiscoveRx beta-arrestin cells, luminescence, 90 min. max activation, %; in the data active = max activation above about 30%; note: 0% is about no effect; mostly tested at two doses, the higher about 12 µM
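Cells at 1500/well, incubated overnight, then treated with pinned compounds (dopamine as control) for 90 min at 37 degrees C. DiscoveRx reagent added for 30 - 60 minutes at room temperature; luminescence read.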
KB-V1 MDR tox: KB-V1 MDR subline cytotoxicity; AID 1347076; 3.4% of 400,000 active; Potency, µM (doses to about 46.1 µM), inactives show top-dose activity change, negative = cytotoxicity, most hits filed as cytotoxic; KB-V1 MDR cells viability, CellTiter-Glo, 72 h; note: potency is the fitted concentration of half-maximal effect; % is set by controls: 0 for no effect and ±100 for the full control effect; nearly all actives have a fitted effect of over 60% in size
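qHTS viability screen in drug-selected KB-V1 MDR cells: 72 h compound treatment at 37 degrees C, ATP luminescence end point.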
Active calls of the source: *; i = inactive; u = inconclusive; x = no result given; [ ] = another dose, or the depositor's remark. Unless noted, calls come from the whole dose curve; as a rule, active = well fitted curve in the direction sought with a large enough effect; inconclusive = small, poorly fitted or top-dose-only effect, or another doubt; inactive = no such curve, though single readings can be large; an effect the other way counts as inactive or inconclusive.

Compound	D3 antag	aSyn rescue	GLP-1R agonist	GLP-1R inv ag	GLP1R cytotox	PTHR1 ag	TDP-43 yeast inh	DRD3 agonist	KB-V1 MDR tox
COc1ccc(OC)c(/C=C/C(=O)Nc2ccc(C(=O)OCCC(C)C)cc2)c1	x	x	x	u	133%[activator]	-3%	u	2	1%
O=C(/C=C/Nc1cccc(C(F)(F)F)c1)c1ccc(Oc2ncccn2)cc1	8	16%	-3%	u	-23%	-16%	24%	12	21µM*
O=C(NCc1ccccc1Cl)c1cnn2cccnc12	22	-1%	7%	6%	1%	i	27%	2	-3%
O=C1NC[C@H](Cc2ccccc2)N(C[C@H]2CCCN2C[C@H](Cc2ccccc2)N2C[C@H](Cc3ccccc3)N(CC3CCCCCC3)C(=O)C2=O)C1=O	-23	-6%	-6%	u	u	-31%	-1%	-33	12%
Cc1ccc(-c2nc(SCC(=O)c3c(N)n(C4CC4)c(=O)[nH]c3=O)n[nH]2)cc1	18	0%	-6%	9%	19%	i	20%	2	-18%
O=[N+]([O-])c1ccc(N2CCN(c3cccc(Cl)c3)CC2)nc1	-19	-4%	8%	2%	1%	i	18%	-2	-5%
Cc1ccc(CNC(=O)CSc2c(C(C)C)cnc3c2c(=O)n(C)c(=O)n3C)cc1	x	x	x	8%	1%	i	16%	11	x
CCCCCn1nc(C(=O)N(CCOC)c2c(N)n(CCCC)c(=O)[nH]c2=O)c2ccccc2c1=O	-9	-1%	-6%	14%	-3%	i	-1%	-6	2%

Quoted at random: four entries already listed.
Compound	D3 antag	aSyn rescue	GLP-1R agonist	GLP-1R inv ag	GLP1R cytotox	PTHR1 ag	TDP-43 yeast inh	DRD3 agonist	KB-V1 MDR tox
CCCCCn1nc(C(=O)N(CCOC)c2c(N)n(CCCC)c(=O)[nH]c2=O)c2ccccc2c1=O	-9	-1%	-6%	14%	-3%	i	-1%	-6	2%
Cc1ccc(-c2nc(SCC(=O)c3c(N)n(C4CC4)c(=O)[nH]c3=O)n[nH]2)cc1	18	0%	-6%	9%	19%	i	20%	2	-18%
O=[N+]([O-])c1ccc(N2CCN(c3cccc(Cl)c3)CC2)nc1	-19	-4%	8%	2%	1%	i	18%	-2	-5%
O=C(NCc1ccccc1Cl)c1cnn2cccnc12	22	-1%	7%	6%	1%	i	27%	2	-3%

(next part)
Compound	D3 antag	aSyn rescue	GLP-1R agonist	GLP-1R inv ag	GLP1R cytotox	PTHR1 ag	TDP-43 yeast inh	DRD3 agonist	KB-V1 MDR tox
Cc1ccc(NC(=O)CSc2ncccc2C(=O)Oc2ccccc2Cl)cc1Cl	x	x	x	u	-2%	-29%	10%	0	x
COc1ccc(C)cc1N(C(=O)c1ccco1)C(C(=O)NC1CCCC1)c1cc(OC)c(OC)c(OC)c1 (stereo not given)	2	3%	1%	1%	15%	i	-2%	-1	1%
COc1ccccc1-n1c(=O)c2c3c(sc2n2c(SC)nnc12)CCC3	20	1%	-10%	1%	-7%	i	-1%	5	3%
CC1CCN(C(=O)COC(=O)c2cc(=O)[nH]c3ccccc23)CC1	-13	-2%	-5%	1%	-2%	-23%	-17%	-3	10%
CCOC(=O)c1ccc(NC(=O)c2nc[nH]c2C(=O)N[C@@H](CC(C)C)C(=O)OCc2ccccc2)cc1	35	20%	-1%	6%	21%	-21%	30%	4	-1%
C#CCSc1ncc(-c2ccccc2)cn1	-24	-7%	8%	2%	14%	-23%	-2%	-1	-4%
COc1ccc(CCN2C(=O)c3ccccc3C2c2nnnn2-c2ccc3c(c2)OCCO3)cc1OC (stereo not given)	4	-8%	-4%	3%	-2%	-8%	13%	6	u
CC(C)(C)Cc1nnc(NC(=O)CCc2ccccc2)s1	-2	-6%	11%	-17%	3%	i	-8%	9	-31%
COc1ccccc1N1CCN(CC(C)N(C(=O)C2CCCCC2)c2ccccn2)CC1 (stereo not given)	-70*	-1%	3%	10µM*	-3%	-4%	-16%	-36	-8%
CC(=O)C1=C(C)NC(C)=C(C(C)=O)C1c1cccs1	u	-3%	13%	24%	-15%	i	13%	0	0%
Cc1cccn2c(=O)c(C(=O)N3CCN(c4ccccc4)CC3)cnc12	x	x	x	10%	-2%	i	1%	-16	-5%
CN(C(=O)COC(=O)CSc1ccccc1)c1c(N)n(Cc2ccccc2)c(=O)[nH]c1=O	-12	-7%	-2%	0%	0%	i	12%	-2	23%
CCCCCCCCNS(=O)(=O)CCNCc1ccco1	-5	3%	0%	u	1%	-14%	10%	37*	9%
CCOC(=O)CNc1ccc2c(c1)OCO2	-9	1%	-7%	3%	23%	-11%	-15%	1	14%
CC1(C)CC(=O)C(C(=O)Cc2ccccc2[N+](=O)[O-])C(=O)C1	-1	28%	14%	21%	-11%	i	u	2	u
Cc1ccc(NC(=S)NN2CCN(C)CC2)cc1	-14	-9%	3%	-1%	-4%	-5%	11%	-8	-15%

Complete entries from above. Screens in order: D3 antag | aSyn rescue | GLP-1R agonist | GLP-1R inv ag | GLP1R cytotox | PTHR1 ag | TDP-43 yeast inh | DRD3 agonist | KB-V1 MDR tox
Entry for `CC(=O)C1=C(C)NC(C)=C(C(C)=O)C1c1cccs1` = u | -3% | 13% | 24% | -15% | i | 13% | 0 | 0%
Entry for `CN(C(=O)COC(=O)CSc1ccccc1)c1c(N)n(Cc2ccccc2)c(=O)[nH]c1=O` = -12 | -7% | -2% | 0% | 0% | i | 12% | -2 | 23%
Entry for `COc1ccccc1N1CCN(CC(C)N(C(=O)C2CCCCC2)c2ccccn2)CC1` (stereo not given) = -70* | -1% | 3% | 10µM* | -3% | -4% | -16% | -36 | -8%

Next part:
Compound	D3 antag	aSyn rescue	GLP-1R agonist	GLP-1R inv ag	GLP1R cytotox	PTHR1 ag	TDP-43 yeast inh	DRD3 agonist	KB-V1 MDR tox
O=C(Cn1ncc(N2CCCC2)c(Br)c1=O)c1ccc(Cl)cc1	5	10%	10%	-15%	-14%	-39%	u	-3	u
COCCNCCCOc1ccc(C)cc1Br	-51*	-10%	-7%	-43%	-18%	i	-6%	-1	0%
COC(=O)c1ccc(CSc2nc3ccccc3c(=O)n2-c2ccc(OC)c(OC)c2)o1	-4	-4%	15%	u	u	i	-11%	0	u
CCn1ccc2cc(S(=O)(=O)N3CCC(C(=O)NCc4ccc(OC(C)C)cc4)CC3)ccc21	x	x	x	u	2%	-26%	23%	5	19%
CC(C)(C)n1nc2c(c1NC(=O)Cc1ccc([N+](=O)[O-])cc1)CS(=O)(=O)C2	0	0%	2%	-4%	-1%	-30%	-4%	7	x
NC(=O)CC(NC(=O)Cc1ccc(Br)cc1)c1ccc(NC2CC3CCC2C3)c([N+](=O)[O-])c1 (stereo not given)	10	5%	17%	u	-32%	-9%	8%	-14	0%
CC(=O)Nc1nc(-c2ccccc2)cc(-c2ccco2)c1C#N	-1	2%	18%	10%	0%	-43%[inhibitor]	18%	-4	-19%
CSc1nsc(SCC(=O)Nc2ccc(OC(C)=O)cc2)n1	-10	-9%	4%	12%	-5%	-59%[inhibitor]	-1%	-1	-9%
Cc1cc(C)c(S(=O)(=O)NCc2ccc3c(c2)OCO3)c(C)c1	20	2%	-2%	9%	17%	i	18µM*	4	-3%
Cc1c(C)n(Cc2ccc(F)cc2)c2ccc(C(=O)N3CCN(c4ccc(F)cc4)CC3)cc12	x	x	x	u	24%	-2%	-1%	-18	5%
CCC(=O)NC(=Nc1nc2ccccc2s1)NC(=O)CC	-11	5%	u	20%	12%	-22%[57.5 µM]	27%	8	-10%
Cc1ccc(C(=O)N[C@H](C(=O)N2CCN(c3ccccc3F)CC2)C(C)C)cc1	-18	0%	-1%	-2%	14%	i	0%	-11	u
CC(=O)CSc1ncnc2scc(-c3ccc(F)cc3)c12	13	-1%	14%	6%	0%	i	-15%	3	0%
Nn1c(SCC(=O)NC2CCCCCC2)nnc1-c1ccco1	27	2%	-5%	15%	1%	-5%	11%	-5	25%
COc1ccc(-c2ccc(-c3nnc(Cc4ccc(OC)c(OC)c4)o3)cc2)cc1	13	6%	-6%	0%	-9%	i	23%	15	u
CCOC(=O)c1ccc(N(CC(=O)NC2CCCC2)C(=O)CNC(=O)c2ccco2)cc1	-9	-2%	-1%	13%	-13%	-2%[57.5 µM]	-6%	15	2%
Cc1ccc(S(=O)(=O)N2CCCC(c3nc4c(nnn4Cc4ccc5c(c4)OCCO5)c(=O)[nH]3)C2)cc1 (stereo not given)	1	-3%	-5%	3%	-10%	-10%	-6%	-7	10%
O=C1C2CC=CCC2C(=O)N1c1ccc(NCCc2ccccc2)c([N+](=O)[O-])c1 (stereo not given)	-15	2%	-2%	u	-16%	-27%	4%	2	-21%
Cc1ccc(NC(=O)CCc2nnc3n(C)c(=O)c4sccc4n23)cc1C	x	x	x	4%	8%	-7%	2%	-11	11%
CC(=O)OCC(=O)c1c[nH]c2ccccc12	0	2%	-5%	12%	8%	-24%	11%	2	-9%
CCCCn1nnnc1SCC(=O)Nc1ccc(C)cc1	15	6%	-1%	-9%	-6%	i	-1%	-2	0%
O=C(NCc1ccco1)c1ccc2c(c1)N(Cc1c(F)cccc1Cl)C(=O)c1ccccc1S2	x	x	-4%	u	2%	-14%	0%	9	2%
Cc1cccc(NS(=O)(=O)c2ccc(Cl)cc2)n1	-1	-5%	4%	11%	18%	-3%	-22%	8	u
CC(=O)N1c2ccccc2[C@@H](C)[C@@H]1C	32	-5%	-8%	3%	0%	i	17%	1	30%
CCCC(CCC(=O)Nc1cccc([N+](=O)[O-])c1)C(=O)O (stereo not given)	10	5%	-1%	20%	3%	-17%	-14%	-18	0%

The list is partial; count on the stated rates, not on these rows.
